# High-throughput results as filed in PubChem.
# FEN1 inhibitor = qHTS Assay for the Inhibitors of Human Flap endonuclease 1 (FEN1); Recombinant FEN1 flap cleavage, fluorescence, 15 min; Potency, µM (series often up to 114 µM), for inactives: at the top dose activity change, negative = inhibition, actives largely listed as inhibitors; 390,000 tested, 0.35% active; also: nearly all actives have a fitted effect of over 65% in size
# Target sequence (P39748 whole entry, looked up): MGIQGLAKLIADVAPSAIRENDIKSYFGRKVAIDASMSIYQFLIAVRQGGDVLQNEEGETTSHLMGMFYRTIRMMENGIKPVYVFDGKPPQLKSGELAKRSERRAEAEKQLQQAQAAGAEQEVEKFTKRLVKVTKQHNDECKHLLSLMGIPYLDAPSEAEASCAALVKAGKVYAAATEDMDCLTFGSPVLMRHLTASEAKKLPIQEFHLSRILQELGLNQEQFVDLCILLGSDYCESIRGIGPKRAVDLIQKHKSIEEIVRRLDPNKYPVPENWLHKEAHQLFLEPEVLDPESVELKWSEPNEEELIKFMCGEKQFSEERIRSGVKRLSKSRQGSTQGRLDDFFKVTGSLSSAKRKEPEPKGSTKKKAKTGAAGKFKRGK
#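 Concentration–response screening of FEN1 (10 nM): 15 min compound preincubation at room temperature, reaction started with 50 nM substrate and read at 0 and 15 min. Corrected, normalized data were fitted by a four-parameter Hill equation.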
# KAT2A inh = qHTS Assay for Inhibitors of GCN5L2; Histone acetyltransferase KAT2A (Homo sapiens), Q92830; GCN5L2 HAT assay, ThioGlo1 CoA-SH fluorescence; Potency, µM (top dose mostly 58.9 µM), inactives show at the highest dose activity change, negative = inhibition, hits mostly inhibitors; 390,000 tested, 0.21% active; AID 504327, 2011
#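 Fluorescence readout, Ex340nm/Em540nm: ThioGlo1 (50uM final) reacts with free CoA thiol released as 20nM GCN5L2 acetylates H3(1-25) peptide (75uM) using acetyl-CoA (70uM). Compound and enzyme sat 15 min beforehand; 20 min room-temperature reaction.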
# N370S GC = qHTS Assay for Inhibitors and Activators of N370S glucocerebrosidase as a Potential Chaperone Treatment of Gaucher Disease; 330,000 tested, 0.092% active; Potency, µM (highest dose often 59.4 µM), for inactives: at the top dose activity change, negative = inhibition, most hits filed as inhibitors; N370S GC spleen homogenate, 4MU-glucoside fluorescence; Lysosomal acid glucosylceramidase (Homo sapiens), P04062; AID 2101, 2009;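 also: 0% = full enzyme activity and -100% = no enzyme basal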
# * = called active by the depositor; ? = inconclusive; . = no result given; & = joins results of further samples; [ ] = dose if it differs, or a comment. Calls follow the shape of the dose curve; as a rule, active = well fitted curve in the direction sought with a large enough effect; inconclusive = small, poorly fitted or top-dose-only effect, or another doubt; inactive = no such curve, though single readings can be large; an effect the other way counts as inactive or inconclusive. Unless noted, % is scaled to controls: 0 for no effect and ±100 for the full control effect; potency is read from the fitted curve at half-maximal effect.
SMILES,FEN1 inhibitor,KAT2A inh,N370S GC
CCN(CC)CCn1c2c(c(SCC(=O)Nc3ccc4c(c3)OCCO4)nc1=O)CCC2,4.7%,-4.4%,-19.8%
C=CCC[C@@H](Cc1ccc(F)cc1)C(=O)OC[C@@H](NC(=O)[C@H](CC=C)CC(=O)N(CCO)Cc1ccccc1)c1ccccc1,-5.2%,-17.6%,.
CCOC(=O)c1[nH]c(C)c(C(=O)OCc2ccccc2F)c1C,1.4%,-1.9%,-6.7%
Cc1ccc(-c2onc(C)c2C)cc1S(=O)(=O)Nc1ccc(Cl)cn1,18.0%,-10.6%,.
COC(=O)c1sc(N)c(C(=O)OC)c1COC(=O)CCNS(=O)(=O)c1ccc(C)cc1,-16.4%,-2.0%,16.9%
CCOC(=O)[C@@H](C)N(Cc1ccc(OC)cc1)S(=O)(=O)N(Cc1ccccc1)[C@H](C(=O)OC)C(C)C,-19.5%&-23.9%,-17.6%,.
COc1ccccc1NC(=O)c1ccc(NC(=O)Cc2n[nH]c(=O)c3ccccc23)cc1,-8.0%,-4.1%,20.0%
CCCn1c(SCC(=O)c2cc(C)c(C)cc2C)n[nH]c1=O,2.4%,3.0%,-20.5%
CN(C)c1ccc(NC(=S)c2ccc3ccccc3n2)cc1,4.6%,?,-3.5%
Cc1ccc(C(=O)NCCc2nnc3ccc(N4CCCC4)nn23)cc1,6.7%,-25.7%,1.1%
Fc1ccccc1-c1nnc2ccc3ccccc3n12,-2.7%,-3.5%,8.8%
CCOC(=O)C1=C(O)C(=O)N(CCCn2ccnc2)C1c1ccc(C)cc1 (stereo not drawn),-6.6%,-0.7%,5.8%
COc1ccc(-c2c[n+]3c(n2-c2ccccc2)SCC3)cc1,3.8%,-0.6%,2.9%
COc1cccc(NC(=O)COC(=O)c2ccccc2C(=O)N2CCN(c3ccccc3)CC2)c1,-6.4%,3.6%,-0.4%
COc1ccc(N(CC(=O)NCc2ccncc2)S(=O)(=O)c2ccc(C)c([N+](=O)[O-])c2)cc1,13.6%,0.8%,-19.0%
S=c1nc2ccccc2c2nc(-c3ccccc3)[nH]n12,-8.0%,7.6%,?
O=C(Nc1ccc(N2CCOCC2)c([N+](=O)[O-])c1)c1ccco1,5.9%,-10.6%,1.0%
Cc1ccc(NS(=O)(=O)c2cccc(C(=O)NCc3ccccn3)c2)cc1,-4.8%,-1.1%,1.8%
CCC(=O)NC(NC(=S)Nc1ccc(S(N)(=O)=O)cc1)C(Cl)(Cl)Cl (stereo not drawn),-1.0%,-2.9%,-22.2%
NS(=O)(=O)c1ccc2c(c1)C(=NO)c1cc(S(N)(=O)=O)ccc1-2,-24.5%,-3.8%,-1.5%
COc1cc(C2C(C(=O)OCCC#N)=C(C)NC3=C2S(=O)(=O)c2ccccc23)cc(OC)c1OC (stereo not drawn),-12.2%,27.5%,5.9%
COc1cc(C2C3C(=O)N(Cc4ccccc4)C(=O)C3ON2c2ccccc2)cc(OC)c1O (stereo not drawn),-5.3%,-13.7%,-7.1%
CCn1c(SCC(=O)Nc2ccccc2C(=O)OC)nc2ccsc2c1=O,-6.7%,-1.1%,.
Cc1cccc(C(=O)N[C@H](C(=O)NCCc2ccc(Cl)cc2)C(C)C)c1,-11.3%,-3.9%,5.3%
CCOC(=O)/C(C#N)=C/c1ccc(OCC(=O)Nc2cc(C)ccc2C)c(OC)c1,0.8%,-5.2%,24.8%
Cc1sc(NC(=O)C2CCCO2)c(C#N)c1C (stereo not drawn),-1.6%,-6.3%,2.7%
Cc1ccc(Cn2c(=O)n(Cc3ccccc3)c(=O)c3c(C)c(C)sc32)cc1,2.9%,3.7%,.
O=C(NNC(=S)NCc1ccc(Cl)cc1)c1cccnc1,-14.9%,?,1.7%
COc1cccc(NC(=O)CSc2nc(C)c(Cc3ccccc3)c(=O)[nH]2)c1,-1.8%,-0.3%,.
Cc1nn(C(C)C(=O)N/N=C/c2ccc(N(C)C)cc2)c(C)c1[N+](=O)[O-] (stereo not drawn),10.4%,-6.8%,?

# An excerpt from above in order of formula weight, low to high.
SMILES,FEN1 inhibitor,KAT2A inh,N370S GC
Cc1sc(NC(=O)C2CCCO2)c(C#N)c1C (stereo not drawn),-1.6%,-6.3%,2.7%
S=c1nc2ccccc2c2nc(-c3ccccc3)[nH]n12,-8.0%,7.6%,?
O=C(Nc1ccc(N2CCOCC2)c([N+](=O)[O-])c1)c1ccco1,5.9%,-10.6%,1.0%
O=C(NNC(=S)NCc1ccc(Cl)cc1)c1cccnc1,-14.9%,?,1.7%
Cc1cccc(C(=O)N[C@H](C(=O)NCCc2ccc(Cl)cc2)C(C)C)c1,-11.3%,-3.9%,5.3%
Cc1ccc(NS(=O)(=O)c2cccc(C(=O)NCc3ccccn3)c2)cc1,-4.8%,-1.1%,1.8%
Cc1ccc(Cn2c(=O)n(Cc3ccccc3)c(=O)c3c(C)c(C)sc32)cc1,2.9%,3.7%,.
COc1cccc(NC(=O)CSc2nc(C)c(Cc3ccccc3)c(=O)[nH]2)c1,-1.8%,-0.3%,.
CCOC(=O)/C(C#N)=C/c1ccc(OCC(=O)Nc2cc(C)ccc2C)c(OC)c1,0.8%,-5.2%,24.8%
CCC(=O)NC(NC(=S)Nc1ccc(S(N)(=O)=O)cc1)C(Cl)(Cl)Cl (stereo not drawn),-1.0%,-2.9%,-22.2%
COc1cc(C2C3C(=O)N(Cc4ccccc4)C(=O)C3ON2c2ccccc2)cc(OC)c1O (stereo not drawn),-5.3%,-13.7%,-7.1%
COc1cc(C2C(C(=O)OCCC#N)=C(C)NC3=C2S(=O)(=O)c2ccccc23)cc(OC)c1OC (stereo not drawn),-12.2%,27.5%,5.9%

# Continuation.
SMILES,FEN1 inhibitor,KAT2A inh,N370S GC
CCN1CCN(C(=O)Cn2ncc3ccsc3c2=O)CC1,10.6%,-4.6%,0.1%
COCCCn1cnc2c(c1=O)c1nc3ccccc3nc1n2-c1ccccc1,-10.5%,-11.9%,21.6%
COc1ccc(C(=O)Nc2ccc3nc(N4CCN(C)CC4)cc(C)c3c2)c(OC)c1,?,-4.9%,4.3%
COC(=O)c1c(Cc2ccccc2Cl)c[nH]c1C,5.9%,-6.3%,-1.4%
COc1cc(C(C)=O)ccc1Oc1ccc(S(=O)(=O)N2CCOCC2)cn1,4.3%,-9.1%,.
Cc1csc(=O)n1CC(=O)OCC(=O)NCc1ccc(Cl)cc1Cl,-4.7%,-0.7%,-24.5%
O=C(COc1ccccc1Cl)NC1CC1,-1.3%,0.7%,-4.7%
CCOc1ccc(-c2nonc2NC(=O)c2oc3ccc(Br)cc3c2C)cc1,11.4%,-11.6%,.
CN(C)CCOc1ncnc2c1oc1ccccc12,4.6%,2.7%,3.6%
Cn1cccc1Cc1nnc(SCC(=O)Nc2nccs2)n1C,-16.3%,-4.2%,0.7%
COc1ccc(NC(=O)c2sc3nc4c(cc3c2N)CN(C(C)C)CC4)c(OC)c1,?,-3.3%,.
Cc1coc2cc3oc(=O)c(CC(=O)NCCc4ccccc4F)c(C)c3cc12,2.4%,0.8%,.
CCN(CC)CCNC(=O)Cn1nc(Cc2ccncc2)c2ccccc2c1=O,18.6%,-8.2%,-6.2%
Cc1csc2nc(SCC(=O)N3CCN(c4ccccc4)CC3)[nH]c(=O)c12,-17.5%,-1.0%,7.5%
CSc1ccc(C(=O)N2CCC(n3nccc3NC(=O)C3CC3)CC2)cc1,5.2%,-1.8%,1.5%
CC1CCN(S(=O)(=O)c2cnc(Cl)c(Br)c2)CC1,1.1%,-6.1%,7.6%
Cc1ccc(S(=O)(=O)N(C)CC(O)Cn2c3ccccc3c3ccccc32)cc1 (stereo not drawn),-10.1%,-21.2%,-0.8%
CCOC(=O)c1cccc(NC(=O)C(C)n2c(C)c3cnn(-c4ccccc4)c(=O)c3c2C)c1 (stereo not drawn),15.7%,-3.5%,.
COc1ccc(N2CCN(c3nc(NC(C)(C)C)nc(N4CCCCC4)n3)CC2)cc1,-0.6%,-10.4%,8.0%
C[C@H](CO)N1C[C@H](C)[C@@H](CN(C)Cc2ccc(C(=O)O)cc2)Oc2c(NC(=O)C3CC3)cccc2C1=O,9.1%,-0.6%,.
O=[N+]([O-])c1ccc2c(c1)S(=O)c1ccccc1-2 (stereo not drawn),-1.0%,2.8%,-2.6%
Cc1nc(N2CCCC2)ncc1C(=O)Nc1ccccc1,5.6%,4.3%,.
CC(O)(CS(=O)(=O)c1ccc(Br)cc1)c1ccccc1 (stereo not drawn),-4.6%,27.6%,-8.9%
CCNC(=S)NNc1ccccc1,-11.8%,-13.4%,9.3%
CCCCn1c(N)c(N(CCOC)C(=O)c2ccc(-n3c(C)ccc3C)cc2)c(=O)[nH]c1=O,13.0%,-5.4%,4.8%
CC/C(C)=N\NC(=O)CNC(=O)c1ccc(Cl)cc1Cl,3.4%,-1.4%,23.2%
O=C(N=Nc1c(O)[nH]c2ccccc12)c1ccccc1NS(=O)(=O)c1cccs1,-2.0%,-2.7%,-1.3%
CC(=O)Oc1ccc(-c2ccc(C(=O)OCC(=O)N(C)CC(=O)Nc3ccccc3Cl)cc2)cc1,-6.1%,-13.1%,-9.8%
Cc1ccc(C)c(CSc2nc3ncccc3[nH]2)c1,-11.7%,2.5%,.
O=C(c1ccc(-c2cccc(Cl)c2)o1)N1CCN(c2ccc([N+](=O)[O-])cc2)CC1,11.5%,9.9%,10.4%
CCCCOC(=O)c1cc(C)nc2ccc(Br)cc12,4.6%,-1.4%,9.0%
O=[N+]([O-])c1ccc(S(=O)(=O)Nc2ncccn2)cc1,40.9%[activator],-23.7%,-1.4%
COc1ccccc1NS(=O)(=O)c1ccc(C(=O)NCc2ccco2)cc1,-3.7%,-0.4%,.
Cc1occc1C(=O)NC1CCCc2ccccc21 (stereo not drawn),9.7%,-2.3%,-0.1%
CC(C(=O)N1CCCCCC1)N(c1ccc(Cl)cc1)S(C)(=O)=O (stereo not drawn),2.9%,0.0%,1.9%
CC(=O)c1csc(-c2ccccc2)n1,13.9%,0.8%,6.4%
CCC(CC)NC(=O)COn1nnc2ccc(S(=O)(=O)N3CCOCC3)cc21,8.0%,?,?
O=C(c1ccccc1)N1CCN(CC(O)Cn2ccc3ccccc32)CC1 (stereo not drawn),-0.7%,-27.3%,-24.4%
C[n+]1ccccc1Nc1cc([N+](=O)[O-])ccc1N,18.3%,-16.8%,-4.6%
CCOC(=O)C1=C(C)NC(C)=C(C(=O)OCC)C1C(=O)OCC(=O)NCc1ccc(F)cc1,-5.9%,-5.4%,.
C=CCc1cccc2cc(NC(C)=O)c(=O)oc12,1.4%,-3.4%,5.5%
COc1cccc(-c2ccc3c(N)c(C(=O)Nc4ccccc4C)sc3n2)c1,-10.6%,-11.1%,.
COc1ccccc1NC(=O)CC1SC(=N)N(c2ccccc2)C1=O (stereo not drawn),1.3%,-5.5%,-8.3%
O=C(NCc1ccccc1Cl)c1cc2c(s1)CS(=O)(=O)C2,2.0%,-7.1%,-10.6%
CC(C)c1ccc(/C=N/NC(=O)c2cc(-c3cccc([N+](=O)[O-])c3)n[nH]2)cc1,5.2%,-4.0%,2.3%
C[C@@H]1O[C@@H](OC2O[C@@H](COc3cc(O)c4c(=O)cc(-c5ccc(O)cc5)oc4c3)[C@@H](O)[C@@H](O)[C@@H]2O)[C@H](O)[C@H](O)[C@H]1O (stereo partly drawn),.,?,-1.3%
CC(NC(=O)c1ccco1)c1nc(-c2ccccc2)no1 (stereo not drawn),2.9%&19.1%,1.9%&-6.4%,0.5%
COc1ccc(CNC(=O)C(C#N)c2nc3ccccc3nc2N2CCN(C)CC2)cc1 (stereo not drawn),-14.5%,-7.4%,-11.5%
CCc1ccc(NC(=O)N(CCOC)C2CCN(C(C)=O)CC2)cc1,-1.8%,-1.4%,-0.9%
COC(=O)c1ccc2c(c1)C(C)(C)C(/C=C/c1ccc(OC)c(OC)c1OC)=[N+]2C,?,-6.0%,-2.9%
COc1ccc(OC)c(NC(=S)NCCCN2CCOCC2)c1,1.9%,-3.1%,1.8%
Cc1cc(Cl)c(C)c(S(=O)(=O)Oc2ccccc2NC(=O)CCC(=O)O)c1Cl,-8.6%,1.9%,.
COc1ccc(NS(=O)(=O)c2cc(C)ccc2NC(=O)c2cc(C)oc2C)cc1,-5.0%,-22.2%,11.7%
CN(C(=S)Nc1ccc(Oc2ccccc2)cc1)c1ccc(O)cc1,-19.1%,-15.5%,2.4%
Cc1ccc(SCCC(=O)NCc2ccco2)cc1,-6.5%,-0.7%,2.9%
CC(=O)Nc1ccc(C2C(=O)c3ccccc3C2=O)cc1,-2.2%,-5.7%,-12.7%
Cc1cc(C)nc(SCCn2c(N(C)Cc3ccccc3)nc3c2c(=O)n(C)c(=O)n3C)n1,-3.3%,24.1%,-21.9%
Cc1cn2c(N)c(/C=C3\C=Nc4ccccc43)c(=O)nc2s1,-7.9%,2.4%,6.1%
C=CCNC(=O)c1oc2ccc(S(=O)(=O)N3CCCCC3)cc2c1C,-5.6%,1.3%,-7.7%
